Compound activity: PubChem BioAssay, several laboratories
H9c2 protect – protects H9c2 cardiomyocytes from peroxide injury; H2O2 injury protection, ATPLite, 2 h; protection from H2O2 cell death, % at 20 µM; 0.63% of 360,000 active;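 active means compounds giving at least 50% protection of heart cells from peroxide-induced death in the single-dose screen, raw or plate-pattern-corrected value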;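 further: 0% = DMSO wells with peroxide and 100% = DMSO wells without peroxide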
m5-HT2A agonist – activates the mouse 5-HT2A serotonin receptor | P35363 | CHO-K1 mHTR2A beta-arrestin complementation, luminescence; percent of 30 µM serotonin response | activation, % at 7.6 µM | 0.66% of 360,000 active;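 active means activation above a run cutoff, the mean activation of all tested compounds plus 3 SD, cut at about 14% in these data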;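 further: 0% = plate median of compound wells and 100% = 30 µM serotonin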
MC4R barr agon – activates human MC4R beta-arrestin recruitment; 0.98% of 360,000 active; U2OS MC4R beta-arrestin complementation, luminescence; percent of melanotan II response, DMSO zero; AID 540308; activation, % at 8.9 µM;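 active means activation above a per-plate cutoff, the mean activation of sample wells on that plate plus 3 SD, cut at about 8% in these data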
NOD2-RIPK2 inh – inhibitors of human NOD2-RIPK2 interaction | O43353 | inhibition, % at 4.98 µM | CHO BLA complementation NOD2-RIPK2, CCF4 ratio | 0.38% of 360,000 active; in the data active means inhibition above about 21%;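 further: 0% = vehicle only and 100% = reference blocker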
TLR9-MyD88 inh – TLR9-MyD88 interaction inhibition; Q9NR96+Q99836; CHO BLA complementation TLR9-MyD88, CCF4 FRET ratio; inhibition, % at 4.98 µM; 0.21% of 340,000 active;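 active means inhibition above the mean over all tested compounds plus 3 SD, cut at about 21% in these data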;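 further: 0% = DMSO only wells and 100% = clavulanate BLA inhibitor control wells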
MC4R antag cAMP – antagonists of human melanocortin 4 receptor (MC4R) | 0.48% of 360,000 active | inhibition, % at 6.5 µM | AID 540295 | MC4R-expressing cells, MTII-stimulated cAMP, LANCE TR-FRET;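 active means inhibition above its plate's cutoff, the mean of tested wells on that plate plus 3 SD, cut at about 29% in these data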;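 further: 0% = Melanotan II alone and 100% = Melanotan II plus saturating MCL0020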
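System: U2OS cells stably expressing human melanocortin 4 receptor (MC4R). Reagent: Melanotan II challenge after compound preincubation. Doses: 6.5 µM. Times: 30-min compound, 1-h challenge, 1-h detection, room temperature. Measured by: TR-FRET with Eu-cAMP and labeled anti-cAMP, 671 nm. Replicates: singlicate.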
NCOA2 inhibitor – human SRC2 (NCOA2) inhibition | Q15596 | HEK293 GAL4-SRC2 luciferase reporter, luminescence | inhibition, % at 9 µM | 0.17% of 370,000 active | AID 651957;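 active means inhibition above the mean inhibition of all tested compounds plus 3 SD, set per campaign, cut at about 52% in these data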;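 further: 0% = DMSO treated cells and 100% = cells given Gossypol at 36 µM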
Glyco luc inh – N-linked glycosylation inhibition; D54 ERlucT glycosylation luciferase reporter, 24 h; percent of 100 nM tunicamycin response; reporter increase, % at 12.5 µM; 0.23% of 360,000 active; AID 588692;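 active means mean luciferase reporter signal, scaled so untreated is 0 and the glycosylation-blocking control 100, at or above a set limit in every replicate; inconclusive means mean reaches the limit but not every replicate does; inactive means mean below the limit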;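 further: luciferase carries N-glycosylation sites so blocking glycosylation raises the light; 0% = median of neutral control wells and 100% = median of 100 nM tunicamycin wells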
ABHD5-PLIN5 inh – inhibitors of human ABHD5-perilipin-5 interaction; inhibition, % at 4 µM; 0.78% of 360,000 active; Q00G26+Q8WTS1; Split G. princeps luciferase complementation, luminescence, 4 h;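 active means inhibition above the mean inhibition across every tested compound plus 3 SD, cut at about 22% in these data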;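 further: 0% = DMSO only wells and the 100% control is not disclosed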
ABCB6 inh 2 – blocks the human ABCB6 transporter | fluorescence ratio to DMSO, % at 10 µM | 0.19% of 360,000 active | Q9NP58 | K562-ABCB6 porphyrin accumulation, flow cytometry, 1 h; active compounds read low;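 active means fluorescence ratio to DMSO below 75%, the collection mean minus 3 SD; inconclusive means too few cells collected in the well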;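 further: signal is porphyrin accumulated inside mitochondria; 100% equals median channel fluorescence of DMSO control wells; lower ratio means ABCB6 inhibition with less porphyrin fluorescence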
Target sequence (Q9NP58 whole entry, looked up): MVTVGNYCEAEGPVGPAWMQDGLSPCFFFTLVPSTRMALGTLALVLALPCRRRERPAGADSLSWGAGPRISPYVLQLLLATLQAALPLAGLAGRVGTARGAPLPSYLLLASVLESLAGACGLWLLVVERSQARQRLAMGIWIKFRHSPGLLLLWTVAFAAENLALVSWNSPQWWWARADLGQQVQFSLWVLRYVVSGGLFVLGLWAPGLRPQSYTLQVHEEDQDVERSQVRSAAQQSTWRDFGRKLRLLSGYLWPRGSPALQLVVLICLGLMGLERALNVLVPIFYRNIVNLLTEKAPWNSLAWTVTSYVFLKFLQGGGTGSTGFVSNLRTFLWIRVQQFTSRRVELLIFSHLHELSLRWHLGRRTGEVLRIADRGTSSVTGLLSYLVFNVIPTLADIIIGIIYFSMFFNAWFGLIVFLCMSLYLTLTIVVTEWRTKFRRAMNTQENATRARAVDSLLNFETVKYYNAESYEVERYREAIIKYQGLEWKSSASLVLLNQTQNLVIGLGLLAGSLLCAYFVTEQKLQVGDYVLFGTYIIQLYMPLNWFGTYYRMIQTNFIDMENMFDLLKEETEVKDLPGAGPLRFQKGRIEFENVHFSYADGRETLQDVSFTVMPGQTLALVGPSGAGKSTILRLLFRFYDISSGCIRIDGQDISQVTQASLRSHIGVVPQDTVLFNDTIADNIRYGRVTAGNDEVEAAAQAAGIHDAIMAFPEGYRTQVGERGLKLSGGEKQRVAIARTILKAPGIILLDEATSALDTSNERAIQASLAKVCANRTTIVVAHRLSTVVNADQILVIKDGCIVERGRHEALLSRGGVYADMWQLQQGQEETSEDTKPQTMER
Numbers without * were called inactive; ? = inconclusive; / = no result given.

SMILES	H9c2 protect	m5-HT2A agonist	MC4R barr agon	NOD2-RIPK2 inh	TLR9-MyD88 inh	MC4R antag cAMP	NCOA2 inhibitor	Glyco luc inh	ABHD5-PLIN5 inh	ABCB6 inh 2
COc1cccc(/C=N/Nc2snc(SC)c2C#N)c1O	-20	5	-4.0	14	-2	8	-6	-10	-1	96
CN(Cc1c(C(=O)N/N=C/c2ccc(O)cc2)nnn1-c1nonc1N)c1ccccc1	-7	9	-0.8	-11	-9	-1	-1	4	6	105
O=C1NC(c2ccccc2)=C(c2nc3ccccc3s2)C(c2ccc(O)cc2)N1 (configuration not stated)	-9	9	63*	-6	-10	18	/	-2	-5	117
O=c1[nH]c(=S)[nH]c2nc(-c3cccs3)cc(C(F)(F)F)c12	11	9	2.0	-6	1	18	-1	0	-13	103
N/C(=N\OC(=O)CCc1ccccc1)c1ccccc1Cl	-4	-1	1.2	-4	7	4	-41	1	1	99
O=C(Cc1ccccc1)NCC(=O)OC(c1ccccc1)c1ccccc1	4	3	-1.6	5	-3	7	6	2	-1	81
O=C(COc1ccc2c3c(c(=O)oc2c1)CCC3)Nc1ccccn1	-1	-2	-2.9	-2	3	2	3	-11	1	100
CCN(CC)c1ccc(NC(=O)c2ccc(=O)[nH]c2)cc1S(=O)(=O)Nc1ccccc1OC	-1	-15	-3.0	1	-3	-15	-27	19	-15	100
O=C(N/N=C/C=C/c1ccccc1)c1cc(C2CC2)[nH]n1	4	-2	-0.6	-8	6	-21	0	1	4	101
CSc1cccc(CNC(=O)C2CCC(=O)N(CCCN3CCCC3=O)C2)c1 (configuration not stated)	6	-2	-3.3	-15	2	0	-9	3	-5	95
O=C1c2ccccc2-c2c1c1ccccc1c(=O)n2-c1ccccc1	1	4	0.1	7	3	-1	-8	2	-5	?
COc1ccc(C2=Cc3ccccc3C(CC(=O)C3CC3)N2c2ccc(C#CCCO)cc2)cc1 (configuration not stated)	/	-4	/	0	/	/	-3	/	4	111
Cc1ccc(CNC(=O)c2cc(COc3c(F)cccc3F)on2)s1	-7	-3	-4.9	7	-11	0	1	-2	2	100
O=C(Nc1ccc(S(=O)(=O)Nc2nccs2)cc1)c1cc(-c2ccccc2Cl)nc2ccccc12	48	-2	0.0	1	6	22	-8	-2	4	84
CC(C)n1cnc2cc(NCc3ccco3)ccc21	-1	1	1.3	-2	5	15	/	4	-3	100
COc1ccc(/C=N/n2c(-c3n[nH]c4c3CCC4)n[nH]c2=S)cc1	-4	0	0.3	1	-4	21	13	3	-3	105
CSc1ncccc1C(=O)OCC(=O)c1ccc(S(=O)(=O)N2CCCCC2)cc1	-6	9	-1.8	-1	-1	6	12	-1	-2	96
Cc1ccccc1S(=O)Cc1ccc(C(=O)N2CCN(C3CCCCC3)CC2)o1 (configuration not stated)	4	1	-0.8	0	2	2	-8	-5	3	104
CC(C)Sc1nnc(Cn2c(=O)sc3ccccc32)n1-c1ccccc1	-2	1	-0.7	-12	8	4	-21	-1	6	99
CCOc1ccccc1OCCCC(=O)Nc1nc2ccccc2[nH]1	5	-7	-0.9	2	-4	1	2	0	-5	91
CCN(CC)S(=O)(=O)c1cccc(C(=O)N[C@H](C(=O)OCC(=O)Nc2ccccc2)C(C)C)c1	-11	-5	-1.7	-1	-3	10	7	1	-3	91
CN1CCN(NC(=O)c2cccc(Br)c2)CC1	0	-7	1.5	7	-11	6	6	1	4	103
CCCCNC(=O)CSc1nnc(-c2cccc(S(=O)(=O)N3CCOCC3)c2)o1	-5	6	-1.5	-14	3	10	-23	0	1	89
CCCCOc1ccc(C(=O)N2CCC(C)CC2)cc1	25	-1	-1.3	-5	6	3	-9	2	-10	102
CCN(CC)CC(=O)Nc1sc(C)cc1C(=O)c1ccc(C)cc1	-5	-2	2.7	-5	-10	9	-2	-5	-6	104
COc1cc(OC)cc(-c2nnc(SCc3cccc(C(=O)O)c3)o2)c1	4	2	-0.5	-1	-12	7	13	3	-8	108
COc1ncnc2c1N[C@@](C)(O)c1c(F)c(F)c(F)c(F)c1S2	-1	2	-0.2	0	-4	1	-5	0	0	94
CC(C)Cn1c(=O)c(CCC(=O)Nc2ccc(N3CCOCC3)cc2)nc2cc(Cl)ccc21	-4	5	-1.0	1	0	-1	-6	-3	2	101
CCCc1cc(=O)[nH]c(SCC(=O)NCc2ccc3c(c2)OCO3)n1	2	4	1.0	0	-1	13	-13	1	-2	103
CCN(CC(=O)Nc1ccc(OC)cc1)C(=O)c1cc(S(=O)(=O)N(C)C)ccc1N1CCCC1	0	14	0.2	-10	-10	-3	-12	-1	9	100

2 entries drawn at random from the list so far, as already listed:
SMILES	H9c2 protect	m5-HT2A agonist	MC4R barr agon	NOD2-RIPK2 inh	TLR9-MyD88 inh	MC4R antag cAMP	NCOA2 inhibitor	Glyco luc inh	ABHD5-PLIN5 inh	ABCB6 inh 2
CC(C)Cn1c(=O)c(CCC(=O)Nc2ccc(N3CCOCC3)cc2)nc2cc(Cl)ccc21	-4	5	-1.0	1	0	-1	-6	-3	2	101
CCCCOc1ccc(C(=O)N2CCC(C)CC2)cc1	25	-1	-1.3	-5	6	3	-9	2	-10	102

Next section
SMILES	H9c2 protect	m5-HT2A agonist	MC4R barr agon	NOD2-RIPK2 inh	TLR9-MyD88 inh	MC4R antag cAMP	NCOA2 inhibitor	Glyco luc inh	ABHD5-PLIN5 inh	ABCB6 inh 2
COc1ccc(CN2CCn3ncc(C(=O)Nc4cc(C)cc(C)c4)c3C2=O)cc1	-10	2	32*	-2	-4	5	-6	11	-3	99
N#Cc1c(Cl)nc2c(c1C#N)CCCC2	-2	1	2.8	2	2	1	-17	2	5	103
COc1ccc(NS(=O)(=O)c2cccc(C(=O)OCC(=O)c3c(N)n(C)c(=O)n(C)c3=O)c2)cc1	-8	-15	-0.5	-1	0	2	-9	2	6	101
COc1cccc(N2CCN(C(=O)C3CCCN(S(=O)(=O)c4cnc[nH]4)C3)CC2)c1 (configuration not stated)	-6	9	0.4	4	-9	7	-58	1	-5	97
O=[N+]([O-])c1cc(NCCO)c(N2CCCCCC2)c2nonc12	2	-1	0.6	1	6	-6	8	6	-2	108
O=C(NCCc1ccccn1)c1ccc(COc2ccccc2)o1	-1	-6	-1.1	-3	4	8	3	1	-1	95
CC(C)C1=NN(C(=O)c2cccnc2)C(O)(C(F)(F)F)C1 (configuration not stated)	3	3	-0.1	-3	8	17	/	-1	-6	104
CCN(CC)CCNC(=O)c1cc2c(-c3ccc(Cl)cc3)nn(C)c2s1	10	-12	-0.3	-1	3	7	-49	36*	16	101
COc1ccc(S(=O)(=O)N(Cc2ccccc2)Cc2nc3ccccc3c(=O)[nH]2)cc1	13	-3	-1.7	-19	-2	10	4	1	1	95
Cc1ccsc1C1C2=C(CCCC2=O)Nc2ncnn21 (configuration not stated)	1	3	-3.7	0	11	-4	-19	2	0	97
COCCCn1c(=S)[nH]c2c(sc3ccccc32)c1=O	-2	-1	-2.6	-2	2	6	-6	3	-4	88
Cc1onc(-c2c(Cl)cccc2Cl)c1COC(=O)c1ccc([N+](=O)[O-])cc1	-4	-7	-0.6	-16	5	-4	-35	-1	14	92
C=CCc1ccc(OCCCCN2CCC(C)CC2)c(OC)c1	3	-2	0.7	-3	-2	0	-4	-4	5	99
CCOC(=O)c1cnc(-n2nc(C)cc2C)nc1N(CC)CC	1	-3	-0.7	-3	0	-4	7	-3	-1	89
Cc1cccc(C(=O)N[C@@H](C)C(=O)N2CCN(c3ncccn3)CC2)c1	5	-2	-0.8	-14	4	-2	2	2	8	97
CCOc1cc(/C=C/C(=O)OCC(=O)NC2CCS(=O)(=O)C2)ccc1OCc1ccccc1 (configuration not stated)	-2	-4	0.1	-7	1	7	-15	1	-4	98
Cc1ccc(S(=O)(=O)N2CCN(CCOc3c(Cl)cccc3Cl)CC2)cc1C	-14	-5	-4.0	6	-1	0	-6	0	-19	93
O=C(c1cc2cc([N+](=O)[O-])ccc2s1)N1CCCCC1	-2	-5	-2.6	7	-7	-4	0	-1	-1	100
Cc1cc(CNCCN(C)C)c(C)n1-c1cc(S(=O)(=O)N2CCOCC2)ccc1N1CCCC1	4	-3	1.3	-9	-5	-1	0	0	-4	101
COCC(=O)n1nc(-c2ccccc2)nc1NCc1ccc(N(C)C)cc1	0	-5	-0.5	4	2	-1	-55	1	-6	98
CC(=O)N1CCN(c2ccc(NC(=O)c3ccc(N4CCCC4)c([N+](=O)[O-])c3)cc2Cl)CC1	16	-1	-2.3	-10	-8	3	-24	-2	-5	97
CCN1C=C(Cc2ccccc2C)C2=C(C1)C(c1ccccc1C)C(C#N)=C(N)O2 (configuration not stated)	-4	3	-0.7	-10	-1	-2	7	-7	-2	103
CC(C)(C)C(=O)Nc1nnc(SCC(=O)Nc2nccs2)s1	3	-1	-1.2	-17	-9	0	-9	0	-4	96
Cc1ccc(S(=O)(=O)N2CCOC2CNC(=O)C(=O)NCc2ccc(Cl)cc2)cc1 (configuration not stated)	-2	1	-1.9	-6	-10	7	0	-4	1	99
O=C(Nc1ccc2c(c1)OCO2)c1cccc(Cl)c1	-17	-6	-0.7	5	-2	1	-71	1	-1	86
Cc1ccc(CN2CC(=O)N3[C@H]4c5cc(Cl)ccc5OC[C@@H]4[C@H](c4ccccc4)[C@]3(C)C2=O)cc1	-7	3	-1.1	3	-3	19	16	-6	2	99
COc1ccc(NS(=O)(=O)c2cc(C(=O)N(C)CCc3ccccn3)ccc2Cl)cc1	-4	4	-1.5	-8	-1	1	-3	-1	5	105
Cc1ccc(CC(=O)Nc2ccccc2N2CCOCC2)cc1C	6	-4	-1.2	-126	6	9	16	-2	1	93
Cc1ccc(C(=O)OCC2OC3OC(C)(C)OC3C2O)cc1 (configuration not stated)	3	1	-1.3	-4	-2	0	-28	1	-4	90
CCOC(=O)C1CCCN(C(=O)CSc2nc(C)cc(C)n2)C1 (configuration not stated)	-1	-4	-0.8	-4	-11	-3	3	2	2	96
COc1ccccc1CN1CCCC(CN(CCN(C)C)C(=O)c2ccc(C)cc2)C1 (configuration not stated)	11	-7	-1.3	-1	-2	9	-2	-2	-2	99
Nc1nc(Nc2ccc(Cl)cc2Cl)nc(C(F)(F)F)n1	-17	-4	3.6	-6	-14	-10	-52	1	1	90
Cc1c(Cc2ccccc2)c(=O)oc2cc(OC(=O)c3ccccc3)ccc12	-15	-1	-0.8	-4	1	2	-23	0	-6	100
CC(C)CNC(=O)CC(=O)N/N=C/c1ccc(F)cc1	-9	-1	-2.3	-3	-5	-3	23	2	3	100
COC[C@@H]1CCCN1[C@H]1CS(=O)(=O)N[C@@H]1COCc1ccccc1	16	0	/	7	/	/	-5	0	7	105
O=C(O)CN1C(=O)/C(=C\c2cc(Br)ccc2OCc2ccc(F)cc2)SC1=S	-2	-4	4.0	-9	3	11	-11	1	-7	95
COc1cc(NC(=O)c2cccc(Br)c2)nc(OC)n1	14	3	-3.2	-5	-5	1	-13	3	-1	86
Cc1ccc([C@@H]2C[C@H]3[C@@H](CN2S(=O)(=O)c2ccc(Cl)cc2)C(=O)C[C@@H](c2ccc(C)cc2)N3S(=O)(=O)c2ccc(Cl)cc2)cc1	-8	0	2.8	-12	4	11	15	-6	-7	107

The list is partial (hit frequency here may not be typical).
